High-throughput results as filed in PubChem.
pPAFAH inh = pPAFAH (human) enzyme inhibition; Q13093; recombinant pPAFAH, FP-rhodamine probe fluorescence polarization; inhibition, % at 3.39 µM; hit rate 1.5% among 330,000;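 active means inhibition above the mean inhibition across the screen plus 3 SD, cut at about 25% in these data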;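 further: inhibitors block binding of the rhodamine activity-based probe so polarization drops; 0% = enzyme with DMSO and 100% = wells lacking pPAFAH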
PME-1 inh = PME-1 (human) inhibition; Q9Y570; recombinant PME-1, FP-Rh probe fluorescence polarization; inhibition, % at 5.9 µM; hit rate 0.53% among 320,000; AID 2130;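 active means inhibition above the campaign mean of all compounds plus 3 SD, cut at about 26% in these data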;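 further: competitive labeling of PME-1 active site by serine hydrolase directed probe; 0% = PME-1 with DMSO and 100% = wells lacking PME-1 enzyme; inhibitors block probe labeling so polarization falls and inhibition rises; many of its hits are not listed in these tables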
PAD4 FP inh = blocks human protein arginine deiminase 4 | Q9UM07 | recombinant PAD4, RCA probe fluorescence polarization | inhibition, % at 6.36 µM | hit rate 0.41% among 330,000 | AID 485272;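 active means percent inhibition above a cutoff equal to the mean of all tested compounds plus 3 SD, cut at about 15% in these data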;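 further: 0% = PAD4 with RCA probe and DMSO and 100% = probe without PAD4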
Target sequence (Q9UM07 whole entry, looked up): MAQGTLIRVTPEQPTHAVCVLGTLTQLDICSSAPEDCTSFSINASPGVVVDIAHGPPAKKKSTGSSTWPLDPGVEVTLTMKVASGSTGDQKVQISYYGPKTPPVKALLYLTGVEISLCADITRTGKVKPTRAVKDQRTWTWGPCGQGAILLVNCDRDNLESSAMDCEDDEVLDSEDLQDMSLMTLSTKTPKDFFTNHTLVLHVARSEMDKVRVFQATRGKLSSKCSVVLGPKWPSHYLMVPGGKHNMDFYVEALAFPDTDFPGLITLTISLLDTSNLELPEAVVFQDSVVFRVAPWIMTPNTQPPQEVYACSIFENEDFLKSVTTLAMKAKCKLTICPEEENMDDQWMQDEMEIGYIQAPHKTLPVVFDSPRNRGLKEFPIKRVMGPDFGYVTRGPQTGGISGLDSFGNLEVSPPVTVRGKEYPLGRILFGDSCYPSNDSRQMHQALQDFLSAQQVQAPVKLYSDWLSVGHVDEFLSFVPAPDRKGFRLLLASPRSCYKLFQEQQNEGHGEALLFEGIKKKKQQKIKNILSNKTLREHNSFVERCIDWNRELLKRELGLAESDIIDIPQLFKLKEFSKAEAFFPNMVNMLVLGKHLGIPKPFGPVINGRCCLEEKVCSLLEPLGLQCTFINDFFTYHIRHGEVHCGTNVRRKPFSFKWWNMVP
LYPLA2 counter = blocks human lysophospholipase 2, a PME1 counter-screen | inhibition, % at 5.9 µM | hit rate 0.38% among 320,000 | O95372 | recombinant LYPLA2, FP-Rh probe fluorescence polarization;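 active means inhibition above the screen-wide mean plus 3 SD, limit set per campaign, cut at about 26% in these data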;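 further: 0% = LYPLA2 with DMSO and 100% = wells lacking LYPLA2 enzyme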
PREPL inh = inhibitors of human prolyl oligopeptidase-like enzyme PREPL | Q4J6C6 | recombinant PREPL, fluorescence polarization activity-based probe | hit rate 0.68% among 320,000 | inhibition, % at 5.96 µM; in the data active means inhibition above about 43%;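 further: 0% = enzyme with DMSO and 100% = wells lacking enzyme; many of its hits are not listed in these tables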
PAFAH1B2 FP inh = inhibitors of human PAFAH1B2; P68402; recombinant PAFAH1B2, FP-rhodamine activity probe, fluorescence polarization; inhibition, % at 3.39 µM; hit rate 1.2% among 340,000; AID 492953;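 active means inhibition above the mean of all tested compounds plus 3 SD, cut at about 24% in these data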;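 further: 0% = enzyme with DMSO and 100% = wells lacking PAFAH1B2; many of its hits are not listed in these tables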
Target sequence (P68402 whole entry, looked up): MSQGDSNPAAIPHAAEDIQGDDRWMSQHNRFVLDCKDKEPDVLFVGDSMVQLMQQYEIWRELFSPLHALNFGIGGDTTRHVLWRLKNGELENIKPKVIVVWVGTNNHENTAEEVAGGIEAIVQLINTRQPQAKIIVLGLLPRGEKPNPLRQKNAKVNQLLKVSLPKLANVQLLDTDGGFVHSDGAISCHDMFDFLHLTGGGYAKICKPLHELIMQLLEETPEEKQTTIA
GSTO1 counter = GSTO1 inhibition, counter-screen for RBBP9 inhibitors; hit rate 1.1% among 300,000; recombinant GSTO1, activity-based probe fluorescence polarization; inhibition, % at 5.96 µM; P78417;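 active means inhibition above the campaign mean inhibition plus 3 SD, cut at about 35% in these data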;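 further: 0% = GSTO1-1 with DMSO and 100% = wells lacking GSTO1-1 enzyme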
PAFAH1B3 FP inh = blocks human PAF acetylhydrolase 1B catalytic subunit 3; inhibition, % at 3.39 µM; Q15102; AID 492972; hit rate 0.28% among 340,000; recombinant PAFAH1B3, FP-rhodamine probe, fluorescence polarization;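 active means inhibition above the screen-wide average of all tested compounds plus 3 SD, cut at about 25% in these data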;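 further: 0% = enzyme with DMSO only and 100% = wells lacking PAFAH1B3 protein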
LYPLA1 counter = blocks human lysophospholipase 1, a PME1 counter-screen; O75608; AID 2174; recombinant LYPLA1, FP-Rh probe fluorescence polarization; hit rate 0.16% among 320,000; inhibition, % at 5.9 µM;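 active means inhibition above the mean of all tested compounds plus 3 SD, set per campaign, cut at about 14% in these data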;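 further: inhibitors block serine hydrolase probe labeling of LYPLA1 so polarization falls; 0% = enzyme with DMSO and 100% = wells lacking LYPLA1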
Target sequence (O75608 whole entry, looked up): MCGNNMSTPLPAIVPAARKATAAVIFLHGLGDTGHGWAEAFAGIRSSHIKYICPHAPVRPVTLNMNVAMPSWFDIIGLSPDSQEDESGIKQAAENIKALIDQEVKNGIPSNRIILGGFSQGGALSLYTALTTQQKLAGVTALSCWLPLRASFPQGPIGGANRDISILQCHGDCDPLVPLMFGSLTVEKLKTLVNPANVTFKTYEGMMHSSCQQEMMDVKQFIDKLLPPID
An asterisk follows results filed as active; x = no result given. These rows are one share of the data; the hit share may differ from the screen's.

mol	pPAFAH inh	PME-1 inh	PAD4 FP inh	LYPLA2 counter	PREPL inh	PAFAH1B2 FP inh	GSTO1 counter	PAFAH1B3 FP inh	LYPLA1 counter
CCCOc1cccc(/C=N/NC(=O)c2csc(C)c2C)c1	7	1	3	9	7	-1	-7	2	4
CC(=O)NC1CCCN(O)C(=O)/C=C(\C)CCOC(=O)C(NC(C)=O)CCCN(O)C(=O)/C=C(\C)CCOC(=O)C(NC(C)=O)CCCN(O)C(=O)/C=C(\C)CCOC1=O (stereo unspecified)	4	-6	5	1	13	x	7	x	4
CCN(CC)C(=O)c1cccc2c1C(=O)c1ccccc1-2	2	-3	3	8	-3	2	4	16	-3
COC(=O)COc1ccc(/C=N/NC(=O)c2ccc(N(Cc3ccccc3)S(C)(=O)=O)cc2)cc1	-2	-14	-2	6	14	-1	1	-4	0
CCOC(=O)c1cccc(NC(=O)CCn2cccc2)c1	3	-5	-2	-6	0	1	-3	-7	-3
COc1ccc(CC(=O)Nc2c(C(N)=O)oc3ccccc23)cc1	3	1	1	-9	2	4	9	9	-6
O=C(NCC(=O)N1CCCCCCC1)c1ccccc1Br	-2	-5	-2	-4	-4	10	-1	1	-2
CN(C)c1ccc(C(=S)N2CCN(C(=S)Nc3cccc4ccccc34)CC2)cc1	2	-5	3	7	2	1	7	1	1
COc1ccc(N2CCOCC2)c(NC(=O)c2ccco2)c1	1	-4	0	-5	-3	0	-1	1	-1
CC(C)(C)c1ccc(NC(=O)Nc2ccc3ccccc3n2)cc1	1	-4	-5	-5	3	4	-1	0	0
CCOc1ccc(NCc2cc3cc(OC)ccc3[nH]c2=O)cc1	6	0	-8	5	4	1	1	3	-3
CCC(=O)Nc1nc(C)c(-c2csc(Nc3ccccn3)n2)s1	26*	21	-2	7	14	0	1	9	13

Part of the list above, as labelled records.
CC(C)(C)c1ccc(NC(=O)Nc2ccc3ccccc3n2)cc1
  pPAFAH inh: 1; PME-1 inh: -4; PAD4 FP inh: -5; LYPLA2 counter: -5; PREPL inh: 3; PAFAH1B2 FP inh: 4; GSTO1 counter: -1; PAFAH1B3 FP inh: 0; LYPLA1 counter: 0

COC(=O)COc1ccc(/C=N/NC(=O)c2ccc(N(Cc3ccccc3)S(C)(=O)=O)cc2)cc1
  pPAFAH inh: -2; PME-1 inh: -14; PAD4 FP inh: -2; LYPLA2 counter: 6; PREPL inh: 14; PAFAH1B2 FP inh: -1; GSTO1 counter: 1; PAFAH1B3 FP inh: -4; LYPLA1 counter: 0

New compounds follow:
mol	pPAFAH inh	PME-1 inh	PAD4 FP inh	LYPLA2 counter	PREPL inh	PAFAH1B2 FP inh	GSTO1 counter	PAFAH1B3 FP inh	LYPLA1 counter
C=CCN(C/C(=N\O)c1sc(C(=O)OCC)nc1C)c1cccc(Br)c1	-1	-5	0	-4	-9	0	-1	-5	-7
CSc1ccccc1NC(=O)COc1nsnc1N1CCOCC1	2	4	-5	3	-4	1	-3	5	2
COc1ccc(C2=NOC(CNC(N)=S)C2)cc1 (stereo unspecified)	3	-4	-3	3	-1	1	5	1	6
COc1cc(C(=O)Nc2ccc(C)cn2)ccc1OCC(=O)N1CCOCC1	-1	3	7	7	7	8	x	2	-1
CC1CCN(CC(O)COCCOc2ccc(Br)cc2)CC1 (stereo unspecified)	2	-1	0	-1	28	8	3	1	0
COc1ccccc1N1CCN(S(=O)(=O)c2ccc(Cl)cc2)CC1	3	7	-1	-3	-1	32*	4	3	-2
Cc1cc(C)cc(OC(C)C(=O)Nc2ccc(S(=O)(=O)Nc3cc(C)nc(C)n3)cc2)c1 (stereo unspecified)	2	-1	3	0	-3	-3	-1	-5	-2
c1ccc(CNC2=NCCC2)nc1	0	3	5	4	-2	-2	6	11	0
CCCN1CCN(C(=O)CCn2c(=O)c3cccn3c3cccnc32)CC1	4	-3	-3	9	0	-2	5	2	0
O=C(NNC(=O)c1ccc2nc[nH]c2c1)c1ccccc1	2	-2	1	-1	8	6	x	3	-1
N#Cc1cnc2c(-c3ccccc3)c(-c3ccccc3)nn2c1N	-6	-28	-4	-32	11	0	-19	1	-13
COc1ccc(/C=C/c2nc3ccccc3n2Cc2ccc(OC)c(OC)c2)cc1	7	8	-2	3	36	-4	0	-5	1
CC(=O)Nc1ccc(-c2nc3ccc(NC(C)=O)cc3o2)cc1	-4	5	0	-2	-15	7	-39	7	-5
CCCCN(C(=O)c1ccncc1)c1c(N)n(CCC)c(=O)[nH]c1=O	-5	x	0	x	2	3	x	2	x
CCCCCCSc1ccc([C@@H]2[C@H]3C(=O)N(C)C(=O)[C@H]3[C@]3(C(=O)OC)CCCCN23)cc1	8	-2	2	-5	4	3	-6	-5	-2
O=C(O)CCC(=O)Nc1sc2c(c1C(=O)NC1CCCC1)CCCC2	4	8	0	0	3	0	-1	1	-2
CC(C)(C)NC(=O)COc1ccccc1C#N	2	0	-5	4	-2	2	2	7	2
CCC(Sc1nc2cc(OC)c(OC)cc2c(=O)n1CCc1ccc(S(N)(=O)=O)cc1)C(=O)NCCOC (stereo unspecified)	1	0	2	-5	12	-4	-3	8	1
O=S(=O)(c1ccc(OCC(O)CN2CCC(Cc3ccccc3)CC2)cc1)N1CCOCC1 (stereo unspecified)	1	-1	-7	9	18	2	4	6	2
CCOc1cc(CNc2ccc3c(c2)CCC3)ccc1O	10	5	4	9	22	-2	7	9	-4
CN(CC(=O)Nc1ccc(F)cc1[N+](=O)[O-])C1CCS(=O)(=O)C1 (stereo unspecified)	2	x	-1	x	14	4	x	8	x
O=C(CCS(=O)(=O)c1cccc2nonc12)NCc1ccc(Cl)cc1	3	5	-1	6	4	6	-2	4	1
C=CCN(CC=C)S(=O)(=O)c1ccc2nc(NC(=O)C(C)C)sc2c1	11	2	-7	1	-13	8	-2	9	0
Cc1ccc(C2=[N+]([O-])C3(CCCCC/C3=N\O)N(O)C2(C)C)o1 (stereo unspecified)	-5	-2	-1	-3	13	-1	1	2	2
CC(C)[C@H]1CN=C2N(C[C@H](C)NC(=O)CCC3CCCCC3)[C@H](Cc3ccc(O)cc3)CN21	-1	4	-2	-2	9	5	2	4	-3
COc1ccc(N2CCN(Cc3nnc(-c4ccccc4)o3)CC2)cc1	3	3	-1	2	4	2	6	10	1
O=C(COc1ccc(Br)cc1Br)NC(=S)Nc1cccc(CO)c1	6	-27	0	9	-5	5	3	8	0
CCN(CC(=O)Nc1ccccc1OC)C(=O)CSCc1ccc(C)cc1	9	5	-4	7	16	2	x	10	0
CC(C)C(=O)Nc1cccc(NC(=O)c2ccc([N+](=O)[O-])cc2Cl)c1	3	-4	-3	-7	-2	6	-5	7	-2
CC(=O)N1CCCc2cc(S(=O)(=O)N3CCCC(C(=O)NCc4ccccc4Cl)C3)ccc21 (stereo unspecified)	7	14	-4	7	23	3	5	3	-1
Cc1ccc(NC(=O)c2ccc(S(=O)(=O)N3CCC(C)CC3)cc2)nc1	1	4	-7	2	2	13	9	-7	-1
COCCOC(=O)c1[nH]c2c(c1C)C(=O)CC(c1cc(OC)ccc1OC)C2 (stereo unspecified)	5	5	-3	-2	-6	1	-2	14	2
COCCN1C(=O)c2oc3ccccc3c(=O)c2C1c1cccc(O)c1 (stereo unspecified)	-4	3	-3	2	5	0	1	11	3
COCCN1CC(O)=C(c2nc3ccccc3c(=O)[nH]2)C1=N	2	0	0	1	13	1	0	12	0
Cn1nnnc1SCC(=O)NC(C)(C)C	2	1	3	7	-3	0	-2	8	3
COC(=O)c1ccc(C2NC(=O)CCC2[N+](=O)[O-])cc1 (stereo unspecified)	3	-6	3	5	-3	4	6	8	3
Cc1cc(C(=O)NC2=NCCS2)c2ccccc2n1	-2	0	-2	22	8	6	5	-6	1
O=C(Nc1cccc(C(=O)O)c1)/C(=C\c1ccc2c(c1)OCO2)NC(=O)c1ccccc1	0	-5	-1	12	-6	x	-1	x	0
O=C(NNC(=S)NCc1ccccc1)c1ccc(OC(F)F)cc1	7	0	-1	1	-5	3	6	8	2
O=C(CN1C(=O)C(=O)N(Cc2ccccc2)C1=O)Nc1ccc(OC(F)F)cc1	5	1	1	-2	-6	8	x	5	3
Cn1cccc1Cc1nnc(SCC(=O)Nc2cccc(F)c2)n1CCc1ccccc1	0	6	1	-7	-3	0	2	4	-3
CC(C)(C)c1ccccc1NC(=O)CN1C(=O)NC2(CCCCCC2)C1=O	-8	-5	-3	1	21	-2	x	0	0
CSCCC(=O)N(C)CC1CCCN(CCc2cccc(C(F)(F)F)c2)C1 (stereo unspecified)	1	1	5	5	7	-1	0	1	-1
CCCn1c(SCC(=O)N2CCN(c3ccccc3)CC2)nc2ccccc2c1=O	4	-4	0	7	-2	-3	4	9	-3
COc1cccc(N=Nc2ccc3cccnc3c2O)c1	58*	5	2	-2	10	5	-11	18	-4
CCN(CC)S(=O)(=O)c1ccc(C(=O)Nc2cc(C)on2)cc1	0	2	1	5	1	1	7	10	0
Cc1ccc(O)c(O)c1	13	2	6	6	7	x	55*	x	1
COc1ccc(S(=O)(=O)N2CCN3CCCC3C2)cc1 (stereo unspecified)	1	0	1	1	3	5	-2	15	-5
CCCCN(C(=O)c1cccc(S(=O)(=O)N2CCN(C)CC2)c1)c1c(N)n(CCC)c(=O)[nH]c1=O	5	2	3	7	1	4	9	12	1
COc1cccc(/C=N/Nc2ncc(C(F)(F)F)cc2Cl)c1O	3	6	-4	-2	11	9	-9	9	-7
COCCOC(=O)c1c(NC(=O)CSc2cccc[n+]2[O-])sc(C(N)=O)c1C	1	-3	0	1	3	-1	1	3	-2
C=CCNc1nc(C(=O)OC(C)C(=O)c2ccc(C)cc2)cs1 (stereo unspecified)	1	x	-2	x	13	6	x	8	x
Cc1ccccc1C(=O)c1cccn1CC(=O)NCc1cccc(Cl)c1	6	5	-7	-1	-9	8	7	0	1
O=C(Nc1ccc2c(c1)OCO2)N1CCCc2ccccc21	2	0	-3	0	-7	0	15	0	1
CCOc1ccccc1OCC(=O)NNC(=O)Cn1cnc2c1c(=O)n(C)c(=O)n2C	-5	-3	3	-2	3	3	-2	-2	-2
COc1ccc(OC)c(NC(=O)Cc2csc(NC(=O)Nc3ccccc3OC)n2)c1	3	7	-2	-7	-10	0	-10	1	-6
COc1cc(C(=O)O)ccc1OCC(=O)N1CCOCC1	1	2	3	3	18	4	25	9	4
Cc1ccnc(SCCn2c(N3CCC(C)CC3)nc3c2c(=O)n(C)c(=O)n3C)n1	1	-5	4	-1	26	4	3	-3	2
COc1nc(-c2ccncc2)nc2ccccc12	-4	4	2	5	-2	3	6	6	-4
Cc1ccc(C(CNC(=O)Nc2ccccc2)N2CCN(C)CC2)cc1 (stereo unspecified)	-9	-15	-2	-1	-6	-1	7	4	-4

(further entries)
mol	pPAFAH inh	PME-1 inh	PAD4 FP inh	LYPLA2 counter	PREPL inh	PAFAH1B2 FP inh	GSTO1 counter	PAFAH1B3 FP inh	LYPLA1 counter
O=C(O)CCC(=O)Nc1ccc(OCC(=O)O)cc1	2	-2	-2	-4	-3	1	-7	-3	-1
CN1CCN(C(=O)c2cn(-c3ccccc3)nc2-c2cccnc2)CC1	-2	1	2	12	-5	2	1	3	6
CS(=O)(=O)N(CC(=O)N/N=C/c1cc2c(cc1Br)OCO2)c1ccccc1Br	0	-4	-2	-9	-6	-2	-2	-2	-4
CN(Cc1ccccc1)S(=O)(=O)c1ccc2[nH]c(=O)ccc2c1	2	3	2	10	-5	-1	4	3	0
Cc1ccc(NC(=O)Cc2n[nH]c(=S)n2C)cc1	3	0	4	0	5	0	-2	-5	-2
CC(c1ccccc1)N1CNc2c(c(=O)n(C)c(=O)n2C)C1 (stereo unspecified)	3	-2	4	5	3	1	2	7	-2
